Bioassay records: PubChem, several laboratories
CRFR2-BP antag: antagonists of CRF-BP/CRF-R2 complex, primary screen, cell-based, HEK293, calcium dye fluorescence, uHTS. AID 588475, 2011. 350,000 tested, 0.59% active. inhibition, % at 11.8 µM. CRF-induced calcium fluorescence;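 active means inhibition of the ligand-induced calcium signal above about 50% at the single tested concentration, limit read from the data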
CRFR2-BP ag: agonists of CRF-BP/CRF-R2 complex, primary screen, cell-based, HEK293, calcium dye fluorescence, uHTS | AID 588473, 2011 | activation, % at 13.2 µM | 350,000 tested, 0.46% active | calcium dye fluorescence (FLIPR); percent of saturating CRF peptide response | CRF-binding protein / CRF receptor 2 complex (human);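 active means activation of at least 50%, plus an integration ratio under a set limit after plate pattern correction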;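 further: plate controls were neutral control wells without compound for no effect and CRF at EC100 for full effect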
MEKK2 WT-MEK5: modulators of MEK5 binding to wildtype MEKK2, primary screen, biochemical, multiplex bead flow cytometry, Alexa488-MEK5 | binding response (% of control), % at 10 µM | 290,000 tested, 1.1% active | Mitogen-activated protein kinase kinase kinase 2 (Homo sapiens), Q9Y2U5 | Alexa488-MEK5 binding to MEKK2 WT; actives lie on both sides; in the data active means binding response below about 67% or above about 130%
UBC9 SUMO inh: inhibitors of in vitro SUMOylation cascade, primary screen, biochemical, HTRF, uHTS; SUMO-conjugating enzyme UBC9 (Homo sapiens), P63279; HTRF SUMOylation assay, SAE1/SAE2 + UBC9; inhibition, % at 35 µM; 290,000 tested, 0.36% active; in the data active means inhibition above about 50%, passing the limit was not always enough; further: strong numbers were not always called active
Target sequence (P63279 whole entry, looked up): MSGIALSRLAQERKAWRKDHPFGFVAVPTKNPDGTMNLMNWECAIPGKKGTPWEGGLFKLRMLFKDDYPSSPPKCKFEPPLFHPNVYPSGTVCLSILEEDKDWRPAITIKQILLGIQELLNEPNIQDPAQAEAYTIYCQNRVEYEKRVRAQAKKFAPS
NS3 helicase inh: inhibitors of HCV NS3 helicase, primary screen, biochemical, Cy5 molecular beacon fluorescence; 290,000 tested, 0.56% active; inhibition, % at 10.9 µM; NS3 helicase DNA unwinding; Hepatitis C virus NS3 helicase; AID 1800, 2009;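 active means inhibition above the mean of all tested compounds plus 3 SD, set per campaign, cut at about 35% in these data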;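 further: 0% = DMSO wells and 100% = thioflavine S control wells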
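Assay system – hepatitis C virus NS3 helicase domain fragment enzyme · Buffer or medium – MOPS pH 6.5, MgCl2, DTT, Tween20, BSA · Reagent – Cy5/quencher beacon DNA duplex and ATP to start · Compound – single 10.9 µM dose · Timing – 1 h at 25 °C · Technique – Cy5 beacon fluorescence read at start and 1 h · Measure – % inhibition of unwinding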
MEKK2 mut-MEK5: MEK5 binding signal on mutant MEKK2 PB1, primary screen, biochemical, multiplex bead flow cytometry, Alexa488-MEK5; percent response, % at 10 µM; 290,000 tested, 0.35% active; Alexa488-MEK5 binding to MEKK2 mutant; in the data active means percent response above about 24%, passing the limit was not always enough; further: inactives centre near 1; some results filed as inactive read as strong as hits; reference of the scale not given here
FID counter: compounds displacing fluorescent DNA intercalator, primary screen, artefact control for HCV NS3 helicase inhibitor project, biochemical, FID fluorescence. inhibition, % at 7.9 µM. AID 1845, 2009. 290,000 tested, 0.17% active. DNA fluorescent intercalator displacement; in the data active means inhibition above about 37%;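 further: 0% = vehicle and 100% = reference compound; higher means more ethidium bromide displaced from hairpin DNA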
MEKK3 PB1 HTS: modulators of MEKK3-MEK5 PB1 binding, primary screen, biochemical, wildtype MEKK3, multiplex bead flow cytometry, Alexa488-MEK5 | Mitogen-activated protein kinase kinase kinase 3 (Homo sapiens), Q99759 | bead-based flow cytometry, Alexa488-MEK5 binding to MEKK3; actives lie on both sides; 0 = blocked by unlabeled MEK5, 100 = vehicle | binding response (% of control), % at 10 µM | 290,000 tested, 1.4% active | AID 1529, 2009;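 active means binding response more than 3 SD above or below the average of its plate-row segment, actives on both sides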;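 further: Alexa488 bead fluorescence after subtracting the streptavidin-only scavenger bead signal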
Target sequence (Q99759 whole entry, looked up): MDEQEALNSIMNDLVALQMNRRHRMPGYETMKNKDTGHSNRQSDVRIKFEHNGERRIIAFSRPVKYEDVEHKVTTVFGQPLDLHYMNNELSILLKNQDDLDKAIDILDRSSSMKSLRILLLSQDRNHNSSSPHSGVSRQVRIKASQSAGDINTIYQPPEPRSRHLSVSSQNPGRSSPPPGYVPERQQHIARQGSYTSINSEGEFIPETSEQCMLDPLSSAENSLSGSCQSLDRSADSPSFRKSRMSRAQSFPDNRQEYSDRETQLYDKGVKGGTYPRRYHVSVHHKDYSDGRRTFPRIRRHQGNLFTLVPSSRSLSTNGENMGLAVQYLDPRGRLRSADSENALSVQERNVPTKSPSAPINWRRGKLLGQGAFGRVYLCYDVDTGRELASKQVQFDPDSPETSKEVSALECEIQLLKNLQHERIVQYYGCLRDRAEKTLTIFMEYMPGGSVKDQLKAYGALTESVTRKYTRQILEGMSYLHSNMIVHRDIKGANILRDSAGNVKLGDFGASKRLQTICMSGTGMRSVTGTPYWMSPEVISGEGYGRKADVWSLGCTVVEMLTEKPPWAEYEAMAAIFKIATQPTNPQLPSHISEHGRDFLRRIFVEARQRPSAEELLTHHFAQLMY
GalR3 antag: GalR3 antagonists in HEK293 cells, primary screen, cell-based, fluorescence readout | Galanin receptor type 3 (Homo sapiens), O60755 | HEK293 GalR3-CNG cAMP membrane potential fluorescence; galR3 body fused to GalR1 C-terminus | inhibition, % at 3 µM | 360,000 tested, 0.44% active | AID 651719, 2012;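 active means inhibition above the screen-wide average plus 3 SD, cut at about 13% in these data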;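 further: forskolin and galanin both at EC90 stimulate the cells; cAMP rise reported by CNG channel membrane potential dye signal; 0% = forskolin plus galanin with DMSO and 100% = forskolin alone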
Target sequence (O60755 1-299 limits assumed): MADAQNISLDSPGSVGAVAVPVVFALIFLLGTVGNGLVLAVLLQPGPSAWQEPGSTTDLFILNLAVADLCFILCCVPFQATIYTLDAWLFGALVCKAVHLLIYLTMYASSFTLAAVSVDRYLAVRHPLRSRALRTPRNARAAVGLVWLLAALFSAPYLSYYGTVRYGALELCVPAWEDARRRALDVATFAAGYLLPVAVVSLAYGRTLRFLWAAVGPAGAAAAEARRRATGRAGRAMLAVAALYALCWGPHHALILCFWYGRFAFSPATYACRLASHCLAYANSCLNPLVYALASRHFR
Numbers without * were called inactive; · = no result given. An excerpt (hit frequency here may not be typical).

SMILES	CRFR2-BP antag	CRFR2-BP ag	MEKK2 WT-MEK5	UBC9 SUMO inh	NS3 helicase inh	MEKK2 mut-MEK5	FID counter	MEKK3 PB1 HTS	GalR3 antag
COc1ccc(CC(=O)Nc2cccc(-c3nnc(-c4ccccc4)o3)c2)cc1OC	-26.5	2.6	100.0	1.0	8.1	-2.0	-10.4	96.0	-2.5
COc1ccc(CCn2nnnc2CN2CCN(C(=O)c3ccco3)CC2)cc1OC	-6.5	-0.1	93.0	13.0	-3.5	-3.0	-17.5	96.0	-0.1
COCCNC(=S)N(c1ccccc1)C(C)C	1.9	0.3	103.0	6.6	-11.7	-1.0	0.4	100.0	-2.8
COc1ccc(C(=O)NCC(=O)N2CCN(C(=O)c3ccco3)CC2)cc1	-286.5	316.4*	106.0	14.8	-2.9	8.0	-3.4	101.0	-2.5
CCCCNC(=O)Nc1cnn(CC)c1C(N)=O	-8.3	2.7	112.0	4.9	-0.4	8.0	7.9	108.0	1.8
Cc1cccc(NC(=O)C2CCN(S(=O)(=O)c3c(C)noc3/C=C/c3ccco3)CC2)n1	-15.9	12.4	104.0	2.6	19.1	-1.0	-18.5	99.0	-3.3
CC(=O)c1ccc(NC(=O)c2ccc(N3C(=O)c4cccnc4C3=O)cc2)cc1	8.7	0.4	102.0	14.9	-0.1	3.0	-20.1	102.0	-0.8
Cc1cccc(C)c1-n1c(C)nn(-c2ncc(C(F)(F)F)cc2Cl)c1=O	3.8	-2.7	91.0	2.8	3.2	-4.0	-14.3	90.0	-3.8
O=C(NC1CCCCC1)N1CCCC(c2nc(-c3ccc(S(=O)(=O)N4CCCC4)cc3)no2)C1 (centres undefined)	8.1	0.8	106.0	11.0	-3.6	3.0	-2.6	103.0	0.7
CS(=O)(=O)N1CC2CCCN2c2cc(C(F)(F)F)ccc21 (centres undefined)	-39.4	0.4	98.0	-16.4	3.0	-4.0	-5.2	98.0	-4.6
C=CCc1cccc(/C=N/NC(=O)CNc2cccc3ccccc23)c1O	-38.7	-1.2	104.0	61.9	16.8	0.0	2.5	101.0	-4.9
Cc1nn(-c2ncc(C(F)(F)F)cc2Cl)c(=O)n1-c1cccc(F)c1	-5.9	0.6	94.0	15.3	-0.2	-4.0	-0.2	104.0	-3.6
Cc1cccc(NCc2ccc(N(C)C)cc2)n1	-4.5	4.9	106.0	20.3	6.0	8.0	-2.5	99.0	-0.8
O=S(=O)(c1ccccc1)N1CCN(c2ncccn2)CC1	10.2	4.3	101.0	17.1	0.7	10.0	-3.4	102.0	-6.5
CC1Cc2cc(S(=O)(=O)N3CCN(c4ccccc4)CC3)ccc2N1C(=O)C1CC1 (centres undefined)	3.8	0.9	93.0	·	-4.0	-6.0	-23.5	96.0	-1.4
CC(C)OCCCNC(=O)CN1CCN(Cc2ccccc2Cl)C1=O	7.2	1.3	107.0	10.4	4.5	14.0	-9.9	106.0	-3.7
Cc1noc(C)c1S(=O)(=O)N1Cc2ccccc2CC1C(=O)N(C)C (centres undefined)	-7.4	0.6	95.0	7.5	-0.3	-1.0	-6.4	96.0	-9.8
NS(=O)(=O)c1ccc(CCNC(=O)CSc2nc3ccccc3c(=O)n2CCN2CCOCC2)cc1	14.5	-0.7	91.0	18.6	-1.9	-7.0	-5.9	94.0	-7.3
O=C(Nc1ccccc1)Nc1ccc(NC(=O)c2ccccc2O)cc1	-18.5	-2.1	105.0	11.8	-14.1	7.0	0.9	107.0	-7.5
COc1ccc(CCN(C)CC(=O)Nc2c(C)cc(C)cc2C)cc1OC	-23.8	-6.7	153.0	-0.4	-4.5	18.0	-15.7	107.0	-4.7
Cc1ccc(C)c2c(SC(C)C(=O)NCc3ccco3)nc(-c3ccccc3)nc12 (centres undefined)	-5.5	-0.3	105.0	27.7	-0.1	4.0	3.0	104.0	-2.6
CCCNC(=O)Cn1cnc2sc(C(=O)Nc3cc(OC)c(OC)c(OC)c3)c(C)c2c1=O	-0.1	-1.9	109.0	2.1	-1.1	4.0	-17.8	102.0	·
CCC(C)NC(=O)c1ccc(N2CCC3(CC2)OCCO3)c([N+](=O)[O-])c1 (centres undefined)	-1.4	-0.2	112.0	12.1	5.1	0.0	-14.3	119.0	3.0
CCOc1ccc(NC(=O)c2ccccc2OCC(=O)c2ccc(C)cc2)cc1	11.8	2.6	99.0	-7.6	2.0	-5.0	1.9	103.0	-4.5
Cc1nn(CC(=O)N2CCC(C)CC2)c(=O)c2cccn12	6.5	2.0	106.0	-8.9	10.8	5.0	-4.9	104.0	-5.2
Cc1ccc(NC(=O)c2nc[nH]c2C(=O)N2CCC(C)CC2)cc1	4.6	-1.2	97.0	13.9	·	3.0	·	99.0	-3.0
COC(=O)/C=C1/S/C(=N/NC(=O)c2ccccc2C)NC1=O	13.2	-4.5	99.0	-1.0	1.5	-3.0	0.6	100.0	5.8
CCS(=O)(=O)C1=NN2C(=N)/C(=C\c3ccc(OS(=O)(=O)c4ccccc4)cc3)C(=O)N=C2S1	-4.0	-0.4	93.0	4.7	3.2	-3.0	17.0	97.0	·
c1ccn2c(CNc3ncnc4sccc34)nnc2c1	14.1	1.8	108.0	6.3	-3.9	3.0	-8.7	102.0	3.4
O=C(Oc1ccccc1)c1ccccc1OS(=O)(=O)c1ccccc1	10.1	0.6	105.0	-11.4	-9.9	2.0	-11.7	103.0	-4.9
O=S1(=O)CCN2C=C(Cl)C=C(Cl)C2=N1	1.2	-3.7	92.0	34.0	2.4	-42.0	2.2	103.0	-8.8
O=c1cc(-c2ccc([N+](=O)[O-])cc2)c2ccc(O)cc2o1	6.9	25.1	96.0	17.9	4.7	-2.0	-4.6	95.0	-3.3
Cc1ccccc1NC(=O)Cc1nc(CCl)cs1	10.1	-0.6	103.0	-4.3	1.2	-1.0	0.2	102.0	2.0
COc1ccc(-c2nc3ccc(C(=O)NCC(OC)OC)cc3nc2-c2ccc(OC)c(OC)c2)cc1OC	6.7	-0.6	103.0	4.1	-0.6	2.0	-45.3	101.0	-7.2
Cc1ccc(S(=O)(=O)Nc2ccc(N3CCOCC3)nc2)cc1	11.0	-2.9	96.0	-13.9	3.2	-1.0	-12.2	99.0	-5.6
Cc1ccc[n+](-c2nc3ccccc3nc2[N-]S(=O)(=O)c2ccccc2)c1	1.1	-0.8	89.0	-8.6	-6.0	-18.0	-6.9	90.0	-2.9
CC(=O)c1cccc(N(C(=O)CNC(=O)c2ccco2)C(C(=O)NC2CCCC2)c2ccncc2)c1 (centres undefined)	-23.0	2.1	105.0	8.3	1.5	5.0	-18.4	101.0	-7.9
O=C(NNS(=O)(=O)c1ccc(F)c(Cl)c1)c1cccc(S(=O)(=O)N2CCOCC2)c1	-8.5	0.4	99.0	-2.9	12.1	1.0	-5.0	91.0	0.5
COC(=O)CSc1nnc(-c2ccc(OC)cc2OC)o1	3.3	-0.9	80.0	-11.2	0.2	-16.0	-10.1	69.0	-8.2
O=C(Cc1ccc(F)cc1)Nc1nccs1	4.3	1.1	109.0	11.3	-1.4	7.0	0.4	105.0	-10.0

Complete entries from above.
Cc1ccc[n+](-c2nc3ccccc3nc2[N-]S(=O)(=O)c2ccccc2)c1 in the list: CRFR2-BP antag: 1.1; CRFR2-BP ag: -0.8; MEKK2 WT-MEK5: 89.0; UBC9 SUMO inh: -8.6; NS3 helicase inh: -6.0; MEKK2 mut-MEK5: -18.0; FID counter: -6.9; MEKK3 PB1 HTS: 90.0; GalR3 antag: -2.9
O=C(Oc1ccccc1)c1ccccc1OS(=O)(=O)c1ccccc1 in the list: CRFR2-BP antag: 10.1; CRFR2-BP ag: 0.6; MEKK2 WT-MEK5: 105.0; UBC9 SUMO inh: -11.4; NS3 helicase inh: -9.9; MEKK2 mut-MEK5: 2.0; FID counter: -11.7; MEKK3 PB1 HTS: 103.0; GalR3 antag: -4.9

Next part:
SMILES	CRFR2-BP antag	CRFR2-BP ag	MEKK2 WT-MEK5	UBC9 SUMO inh	NS3 helicase inh	MEKK2 mut-MEK5	FID counter	MEKK3 PB1 HTS	GalR3 antag
CNC(=S)N1CCN(c2ccccc2OC)CC1	4.5	0.0	96.0	5.7	1.1	-10.0	-7.5	92.0	-2.7
COc1ccccc1C(=O)Nc1ccc2c(c1)nc1n2CCN(Cc2ccccc2)C1	1.5	-4.2	85.0	7.8	-17.8	-8.0	-21.4	76.0	-3.0
O=C(c1ccc(N2CCCCC2)c([N+](=O)[O-])c1)N(c1ccccn1)c1ccccn1	-7.0	-3.3	88.0	7.4	-8.7	-14.0	-30.2	97.0	-2.6
Cc1cc(=O)oc(C)c1C(=O)N[C@@H](Cc1ccccc1)C(=O)O	4.5	2.8	99.0	-0.4	-2.6	5.0	-4.2	104.0	-0.6
Cc1cccc(NC(=O)CSc2nc3c(c(=O)[nH]2)CCC3)c1C	8.8	-0.9	105.0	-11.5	4.3	11.0	-4.5	100.0	-3.3
COC(=O)c1cc(-c2ccccc2)on1	7.9	-0.1	110.0	-30.4	-4.0	4.0	0.1	110.0	-3.9
CC(=O)N(C)c1ccc(N=C2C(=O)Nc3ccccc32)cc1	-10.2	-0.1	99.0	-11.2	9.0	-1.0	-5.0	101.0	·
COc1ccc(OC2C(=O)N(c3cc(C)ccc3C)C2c2ccc(OC)c(OC)c2)cc1 (centres undefined)	50.6*	2.2	100.0	-18.5	-11.6	-1.0	-1.0	102.0	-5.1
CN(C(=O)COC(=O)c1cc(S(=O)(=O)N2CCCCC2)ccc1N1CCOCC1)C1CCS(=O)(=O)C1 (centres undefined)	-3.2	-0.1	103.0	-15.7	1.7	-2.0	-4.2	104.0	-5.8
c1ccc(-c2nc(-n3ccnc3)nc(-n3ccnc3)n2)cc1	-7.4	1.1	99.0	2.5	4.8	-4.0	-18.6	102.0	-6.7
Cc1cccc(-n2c(CCCN3C(=O)c4ccccc4C3=O)nc3ccccc3c2=O)n1	-11.9	1.6	·	11.8	7.8	·	-2.7	·	0.2
Cc1ccc(-n2c3nc(=O)n(C)c(=O)c-3cc3ccccc32)cc1	11.5	0.9	100.0	21.2	2.4	0.0	-6.5	96.0	-2.5
COc1ccc(NC(=O)C2OCCc3ccccc32)c(OC)c1 (centres undefined)	8.9	-1.2	98.0	-2.8	-8.2	1.0	-12.1	96.0	-2.3
Cc1ccc(-n2nnc3ccccc3c2=O)cc1C	2.5	0.1	99.0	24.7	9.7	-2.0	-4.0	99.0	-2.2
COc1ccc(CN2CCN(C(=O)C3CCC(CNS(=O)(=O)c4ccc(C)cc4)CC3)CC2)c(OC)c1OC (centres undefined)	5.4	-3.2	90.0	7.7	-26.2	-6.0	3.5	85.0	-7.4
Cc1cc(C)c2cccc(N)c2n1	-6.8	-1.2	93.0	38.1	15.6	-8.0	7.3	100.0	-2.9
COc1ccc(C2Nc3ccccc3NC3=C2C(=O)CC(C)(C)C3)cc1OC (centres undefined)	10.6	-0.7	109.0	7.9	-12.9	14.0	-3.2	100.0	-8.7
